EBNA-1 inh – blocks EBNA-1 binding to DNA; AID 1950; 300,000 compounds, 0.34% hits; inhibition, % at 14.8 µM; EBNA-1 DNA binding, fluorescence polarization; in the data active = inhibition above about 28%
Fh CTSL1 inh – blocks F. hepatica cathepsin L1 in PFM18AAP counter-screen | recombinant F. hepatica cathepsin L1, Z-Leu-Arg-MCA fluorescence | inhibition, % at 5.96 µM | 300,000 compounds, 0.49% hits | AID 1906;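 active = inhibition above the mean of all tested compounds plus 3 SD, set per screening campaign, cut at about 17% in these data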;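 note: 0% = plate median of test compound wells and 100% = 1 µM Z-Phe-Ala-diazomethylketone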
TPT1 inhibitor – inhibitors of Candida albicans tRNA 2'-phosphotransferase TPT1; 300,000 compounds, 0.81% hits; AID 1962; recombinant caTPT1, FP RNA substrate dephosphorylation; inhibition, % at 5 µM;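 active = inhibition above the mean of all tested compounds plus 3 SD, set per screening campaign, cut at about 24% in these data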;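 note: plate controls were DMSO alone for no effect and ferristatin control at 100 nM for full effect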
CR mimetic SO – caloric restriction mimetics inhibiting age-related superoxide in yeast; 330,000 compounds, 0.18% hits; superoxide response (% of plate mean), % at 10 µM; S. cerevisiae aged cells, superoxide DHE fluorescence; active compounds read low;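 active = superoxide response under a set limit, about three screen SD below normal, cut at about 65% in these data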;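 note: yeast aged for seven days with compound at 30 °C before DHE staining; 100% = average MFI of all compound-treated wells on the plate with controls excluded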
ZTA DNA inh – blocks Epstein-Barr virus ZTA, an EBNA-1 counter-screen; P03206; ZTA-DNA binding, fluorescence polarization; inhibition, % at 11 µM; 320,000 compounds, 0.15% hits; in the data active = inhibition above about 33%
PP5 inh – inhibitors of human protein phosphatase 5 (PP5) | P53041 | purified PP5c, OMFP substrate fluorescence | inhibition, % at 6.7 µM | 320,000 compounds, 0.18% hits | AID 1987;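 active = inhibition above the campaign's mean inhibition across all tested compounds plus 3 SD, cut at about 9.5% in these data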;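 note: 0% = DMSO only and 100% = 100 µM cantharidin control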
Target sequence (P53041 whole entry, looked up): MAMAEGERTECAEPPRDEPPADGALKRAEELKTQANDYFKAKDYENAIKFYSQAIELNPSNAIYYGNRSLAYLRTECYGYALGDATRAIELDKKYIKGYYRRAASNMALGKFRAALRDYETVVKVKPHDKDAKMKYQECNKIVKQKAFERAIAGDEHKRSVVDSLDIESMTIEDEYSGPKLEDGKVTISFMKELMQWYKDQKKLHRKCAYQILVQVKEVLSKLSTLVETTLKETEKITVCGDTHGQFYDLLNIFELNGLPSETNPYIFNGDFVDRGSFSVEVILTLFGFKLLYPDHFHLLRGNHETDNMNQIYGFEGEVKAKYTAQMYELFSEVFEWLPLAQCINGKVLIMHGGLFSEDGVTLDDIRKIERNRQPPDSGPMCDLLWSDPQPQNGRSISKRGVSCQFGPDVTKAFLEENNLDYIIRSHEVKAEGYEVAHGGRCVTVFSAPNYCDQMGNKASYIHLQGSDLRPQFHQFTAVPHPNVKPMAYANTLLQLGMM
JMJD2C inh – blocks human GASC-1 demethylase activity. GST-JMJD2C(1-420) H3K9me3 demethylation, DELFIA europium. inhibition, % at 2.35 µM. 330,000 compounds, 0.069% hits. AID 2099;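 active = more than half of a compound's replicate wells show inhibition beyond 50%, single wells judged on their own value; inconclusive = some, but no more than half, of replicates pass 50% inhibition; inactive = no replicate passes 50% inhibition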;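 note: signal counts dimethyl H3K9 product captured on neutravidin plate; 0% = median of DMSO wells and 100% = 0.3 times that DMSO median; strong numbers were not always called active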
Target sequence (Q9H3R0 1-420 limits assumed): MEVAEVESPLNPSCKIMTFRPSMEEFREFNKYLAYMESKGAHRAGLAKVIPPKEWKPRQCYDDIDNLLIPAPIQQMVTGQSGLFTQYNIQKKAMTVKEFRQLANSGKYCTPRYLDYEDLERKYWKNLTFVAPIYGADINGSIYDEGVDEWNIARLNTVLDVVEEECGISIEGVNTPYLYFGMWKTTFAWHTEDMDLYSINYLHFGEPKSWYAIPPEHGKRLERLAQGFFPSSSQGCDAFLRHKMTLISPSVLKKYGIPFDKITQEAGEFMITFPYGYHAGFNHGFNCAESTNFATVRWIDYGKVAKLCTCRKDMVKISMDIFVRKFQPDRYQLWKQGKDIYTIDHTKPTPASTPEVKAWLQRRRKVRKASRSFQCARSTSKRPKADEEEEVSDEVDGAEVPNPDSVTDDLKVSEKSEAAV
HCV core dimer – HCV core protein dimerization inhibition; TR-FRET GST/Flag-core106 dimerization, 1536-well; inhibition, % at 5 µM; 300,000 compounds, 0.33% hits; AID 1899;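 active = inhibition above the mean of all tested compounds plus 3 SD, set per screening campaign, cut at about 45% in these data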
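System – GST-tagged and Flag-tagged HCV core protein residues 1-106 · Repeats – one well for each compound · Technique – TR-FRET 671 and 617 nm emission · Doses – one concentration, 5 µM, in 0.5% DMSO · Times – 4 h, 22.5 °C incubation · Also added – Eu donor and XL665 acceptor anti-tag antibodies · Measure – percent inhibition of core106 dimerization signal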
PP1 counter – counter-screen for PP5 inhibitors: inhibitors of human PP1-alpha; P62136; inhibition, % at 6.7 µM; 320,000 compounds, 0.9% hits; AID 2235; purified PP1alpha, OMFP fluorescence;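 active = inhibition above the mean inhibition of all tested compounds plus 3 SD, computed separately for each screening campaign, cut at about 15% in these data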
Numbers without * were called inactive; ? = inconclusive; . = not tested or not shown; & = joins results of further samples. No enrichment for hits; about 3.1% have a hit in one of these screens.

SMILES	EBNA-1 inh	Fh CTSL1 inh	TPT1 inhibitor	CR mimetic SO	ZTA DNA inh	PP5 inh	JMJD2C inh	HCV core dimer	PP1 counter
COc1ccc(/C(C)=N/NC(=O)c2ccc(N(C)C)cc2)cc1	2	1	3	96	-15	2.6	1	-4	-1
O=C(CNC(=O)c1ccccc1Cl)OC1CCOC1=O (centres undefined)	-1	-5	0	96	16	-1.9	11	3	-6
CC(=O)N1CCN(c2ccc(NCc3cccc4ccccc34)cc2)CC1	-4	4	1	101	-12	1.4	5	-37	7
COc1ccc(/C(O)=C2/C(=O)C(=O)N(CCN3CCOCC3)C2c2ccccn2)cc1OC (centres undefined)	-6	0	-2	107	5	2.6	-8	3	3
CCC(CC)C(=O)OCC(=O)Nc1cccc([N+](=O)[O-])c1	16	-25	2	79	3	0.5	-7	-8	-3
COc1ccc(-c2cc(=O)c3cc(O)ccc3o2)cc1	-19	1	-2	115	1	5.0	?	-11	4
O=C(O)/C=C/C(=O)N1CCN(S(=O)(=O)c2cccc(C(F)(F)F)c2)CC1	7	7	1	98	1	-0.5	10	7	-2
CSCCC(N=C1NS(=O)(=O)c2ccccc21)C(=O)N1CCCC(C(N)=O)C1 (centres undefined)	9	1	1	105	10	-2.5	7	2	-3
Cc1cccc(N2CCN(Cc3nc(CC4CC4)no3)CC2)n1	3	-3	-3	99	2	0.1	2	1	4
COc1ccc(Cc2nnc(SCC(=O)N3CCCCC3)o2)cc1	-2	17*	-5	125	-6	0.5	-3	-15	-1
c1ccc(-c2noc(-c3ccc4ccccc4c3)n2)nc1	-3	1	4	100	1	3.1	-1	1	6
O=C(NNc1ccccc1[N+](=O)[O-])Nc1ccc(Cl)c(Cl)c1	-7	6	-1	89	-6	4.7	-29	4	3
CCOc1ccc(C(=O)N(CC)CC(=O)Nc2ccc3c(c2)OCCO3)cc1OCC	.	.	.	142	5	0.0	1	.	-6
Cc1c(NC(=O)CSCc2ccco2)c(=O)n(-c2ccccc2)n1C	-6	3	-2	104	-3	0.7	5	-20	-1
O=C(COc1cccc(Cl)c1)NCc1ccccc1	-5	0	-4	104	-31	4.4	-4	-16	2
Cc1cccc(N(C(=O)CCC(=O)Nc2cc(C)on2)C(C(=O)NC2CCCC2)c2ccccc2)c1 (centres undefined)	-7	3	-2	112	0	1.4	2	10	5
Nc1nc(Nc2cccc(F)c2)nc2ccccc12	-12	1	2	93	6	3.6	13	-3	-1
CC(C)Cc1nnc(NC(=O)c2cc3c(s2)CCC3)s1	1	-3	14	103	-13	0.7	22	6	6
Cc1cc(C(=O)NC2CCCc3ccccc32)no1 (centres undefined)	-8	1	-2	92	-14	5.3	-33	-4	1
Cc1ccc(N2CC(NS(=O)(=O)c3cccnc3)CC2=O)cc1 (centres undefined)	-3	4	1	108	5	-0.6	-5	-1	-2
CCCCOC(=O)Nc1sc2nc(C)cc(C)c2c1-n1cccc1	-1	-2	5	113	8	2.8	-6	-1	-1
CSCC[C@H](NC(=O)[C@H](Cc1ccccc1)n1c(=O)[nH]c2ccccc2c1=O)C(=O)N1CCC[C@H]1C(=O)O	-8	-1	3	99	-2	6.2	54	-3	1
CCOC(=O)C[C@H]1c2cc(F)ccc2S(=O)(=O)N1c1cccc(OC)c1	-7	-3	-2	108	4	3.6	0	-3	-3
Cc1ccccc1N(CC(=O)NCc1ccc2c(c1)OCO2)C(=O)CCC(=O)Nc1ccccn1	-3	3	-3	97	2	1.6	11&-4	-2	-3
Cc1cccc(-c2nc(CSCC(=O)NCCCN3CCOCC3)c(C)o2)c1	-11	0	2	94	1	-0.8	3	3	-6
COC(=O)Oc1ccc(/C=N/NC(=O)CN(c2ccccc2Br)S(C)(=O)=O)cc1OC	-9	-1	-3	97	-9	2.1	-1	-1	-3
O=C(O)/C=C/C(=O)Nc1ccc(C2(c3ccc(NC(=O)/C=C/C(=O)O)cc3)c3ccccc3-c3ccccc32)cc1	8	0	2	104	25	4.0	6	31	5
CC1=NN(C(=O)CCc2ccccc2)C(O)(c2ccncc2)C1 (centres undefined)	-7	2	1	98	-9	-2.6	4	-1	-7
O=C(CCCCCN1C(=O)c2ccccc2C1=O)Nc1ccc(F)cc1	-3	-2	-1	101	-13	-1.9	-3	-3	-2
CCOc1ccc(NC(=O)c2cc3ccccc3cc2OC)cc1	-2	0	-1	106	-14	4.2	-1	-5	-1
CC(C)(C)c1ccc(/C=N/N2C(=O)CSC2=S)cc1	3	2	7	103	-12	3.1	3	14	-1
N#Cc1ccccc1NC(=O)Nc1ccccc1	-5	-6	-4	106	9	0.7	5	-1	-2
COc1ccc(N2C(=O)C3CCCN3C2=O)cc1 (centres undefined)	8	3	-6	91	5	4.1	14	0	-2
O=C(NNC(=O)c1ccccc1Cl)c1csc(N2CCOCC2)n1	3	1	-1	88	-3	-1.8	5	-2	2
CCn1nnnc1SCC(=O)Nc1cc(OC)cc(OC)c1	-1	0	-1	94	-5	-1.2	-4	-3	-1
Cc1ccc(CN2CCNC2=O)cc1	0	-1	-4	77	14	-0.2	64	-5	-1
c1ccc(-c2ncc3ccccn23)cc1	6	6	7	102	-10	-1.1	7	3	-2
COc1ccc(NC(=O)CSc2nc(N)c(NC(=O)c3cccs3)c(=O)[nH]2)cc1	-6	-4	-4	87	0	-0.2	9	-7	-1
O=S(=O)(NC1CCCCC1)c1ccc(S(=O)(=O)N2CCN3CCCC3C2)cc1 (centres undefined)	10	1	-2	96	3	0.3	?	2	-1
Clc1cccc(Cl)c1/C=N\Nc1nccs1	-2	-1	3	93	4	0.8	5	5	0
Cc1cc(F)ccc1NC(=O)C1CCN(S(=O)(=O)c2ccc3c(c2)CCCC(=O)N3)CC1	0	3	2	82	4	0.6	1	-6	-3
Cc1ccc(NC2=CC(=O)CC(C)(C)C2)cc1Cl	-1	3	-4	98	-9	1.8	5	4	-1
CCn1c(SCC(=O)Nc2ccc(OC)cc2OC)nc2nc3c(cc2c1=O)COC(C)(C)C3	0	-3	1	95	-4	-1.2	.	0	-3
COC(=O)c1c(NC(=O)C2CCC2)sc(C(=O)N(C)C)c1C	0	1	1	97	8	1.2	22	-2	-4
Cc1cc([N+](=O)[O-])ccc1NC(=O)CN1C2CCC1CC(NC(=O)NC13CC4CC(CC(C4)C1)C3)C2 (centres undefined)	-9	0	2	93	4	-0.2	11	6	0
CCCS(=O)(=O)N1CCC(C(=O)NCCN(C)Cc2ccccc2)CC1	14	-3	1	114	7	0.9	4	9	-7
CCOC(=O)c1c(-c2cccc([N+](=O)[O-])c2)csc1N	1	2	0	114	-3	3.3	17	-10	-1
NC(c1ccccc1)c1cccnc1 (centres undefined)	4	-1	-2	90	-6	-1.3	4	-4	0

A section of the results above, as a working copy:
SMILES	EBNA-1 inh	Fh CTSL1 inh	TPT1 inhibitor	CR mimetic SO	ZTA DNA inh	PP5 inh	JMJD2C inh	HCV core dimer	PP1 counter
c1ccc(-c2ncc3ccccn23)cc1	6	6	7	102	-10	-1.1	7	3	-2
COc1ccc(NC(=O)CSc2nc(N)c(NC(=O)c3cccs3)c(=O)[nH]2)cc1	-6	-4	-4	87	0	-0.2	9	-7	-1
O=S(=O)(NC1CCCCC1)c1ccc(S(=O)(=O)N2CCN3CCCC3C2)cc1 (centres undefined)	10	1	-2	96	3	0.3	?	2	-1
Clc1cccc(Cl)c1/C=N\Nc1nccs1	-2	-1	3	93	4	0.8	5	5	0
Cc1cc(F)ccc1NC(=O)C1CCN(S(=O)(=O)c2ccc3c(c2)CCCC(=O)N3)CC1	0	3	2	82	4	0.6	1	-6	-3
Cc1ccc(NC2=CC(=O)CC(C)(C)C2)cc1Cl	-1	3	-4	98	-9	1.8	5	4	-1
CCn1c(SCC(=O)Nc2ccc(OC)cc2OC)nc2nc3c(cc2c1=O)COC(C)(C)C3	0	-3	1	95	-4	-1.2	.	0	-3
COC(=O)c1c(NC(=O)C2CCC2)sc(C(=O)N(C)C)c1C	0	1	1	97	8	1.2	22	-2	-4
Cc1cc([N+](=O)[O-])ccc1NC(=O)CN1C2CCC1CC(NC(=O)NC13CC4CC(CC(C4)C1)C3)C2 (centres undefined)	-9	0	2	93	4	-0.2	11	6	0
CCCS(=O)(=O)N1CCC(C(=O)NCCN(C)Cc2ccccc2)CC1	14	-3	1	114	7	0.9	4	9	-7
CCOC(=O)c1c(-c2cccc([N+](=O)[O-])c2)csc1N	1	2	0	114	-3	3.3	17	-10	-1

Going on with the list.
SMILES	EBNA-1 inh	Fh CTSL1 inh	TPT1 inhibitor	CR mimetic SO	ZTA DNA inh	PP5 inh	JMJD2C inh	HCV core dimer	PP1 counter
COc1ccc(CCCCCCOCc2ccccc2)cc1	.	.	.	106	-9	2.2	5	.	-4
COC(=O)C1=C(C)N(c2cccc(OC)c2)C(=O)/C1=C\c1ccco1	-11	4	-4	78	-14	-3.7	-2	0	2
Cc1cccc(OCC(=O)NCCCNC(=O)c2ccco2)c1	-15	2	-1	85	-20	-9.2	1	-12	-9
COc1ccc2cc1Oc1ccc(cc1)CC1c3c(cc(OC)c4c3Oc3cc5c(cc3O4)CCNC5C2)CCN1C (centres undefined)	7	2	-1	89	16	4.0	3	-1	1
CCCCn1c(SCC(=O)N2CC(=O)Nc3ccccc32)nnc1-c1ccoc1C	-1	-6	5	94	8	0.2	43&-13	-19	-5
O=C1NN(c2ccccc2)C(=O)/C1=C\c1cccc(OC(=O)c2cccs2)c1	4	-1	-1	88	10	-2.1	16	26	4
O=C(CSc1nnc(-c2cccs2)o1)N1CCCCC1	-3	1	-1	91	-9	-6.3	-4	3	-6
CCOC(=O)C(C)(C)Sc1ncnc2nc[nH]c12	0	1	-1	89	9	0.0	-4	-5	-1
CCc1nnc(NC(=O)CSc2ccc(-c3cccs3)nn2)s1	-7	4	0	98	-9	-1.5	2	3	3
CC1(C)Cc2cccc(OCC(=O)N3CCN(c4ccc(F)cc4)CC3)c2O1	1	1	-5	79	9	1.7	-2	0	-1
CS(=O)(=O)c1ccc2nc(NC(=O)c3ccc(S(=O)(=O)NCC4CCCO4)cc3)sc2c1 (centres undefined)	5	5	-3	110	-4	-1.5	-1	4	-3
CN(Cc1ccccc1)S(=O)(=O)c1ccc2c(c1)OCCO2	-3	-2	3	91	7	0.4	52	4	-6
CCC(CC)C(=O)Nc1cc([N+](=O)[O-])ccc1F	-1	1	0	98	6	-1.3	-7	0	-1
CC1(OC(=O)CCc2ccccc2)C(=O)C=C2C=C(c3ccc(C#N)cc3)N(CCN3CCOCC3)C=C2C1=O (centres undefined)	-10	-1	-5	103	-6	7.5	4	-4	2
COc1ccc(CCNC(=O)c2cc(=O)[nH]c3ccc(Br)cc23)cc1OC	7	5	-2	82	-6	0.7	1	-1	-4

Profiles, quoted from the list. Order of screens: EBNA-1 inh | Fh CTSL1 inh | TPT1 inhibitor | CR mimetic SO | ZTA DNA inh | PP5 inh | JMJD2C inh | HCV core dimer | PP1 counter
O=C(O)/C=C/C(=O)Nc1ccc(C2(c3ccc(NC(=O)/C=C/C(=O)O)cc3)c3ccccc3-c3ccccc32)cc1 is listed with 8 | 0 | 2 | 104 | 25 | 4.0 | 6 | 31 | 5
Cc1cc(C(=O)NC2CCCc3ccccc32)no1 (centres undefined) is listed with -8 | 1 | -2 | 92 | -14 | 5.3 | -33 | -4 | 1

Screens as filed in PubChem BioAssay.
